Assay outcomes deposited in PubChem BioAssay by National Center for Advancing Translational Sciences (NCATS).
12-LOX inh = ALOX12 (human) lipoxygenase inhibition | P18054 | purified 12hLO, xylenol orange hydroperoxide absorbance | Potency, µM (top dose mostly 108 µM), for inactives: at the highest dose activity change, negative = inhibition, most hits filed as inhibitors | actives 1.1% (n = 580,000); active means well fitted inhibition curve with a large enough effect; inconclusive means small, poorly fitted or top-dose-only effect, or another doubt; inactive means no such curve, though single readings can be large or run the other way
Target sequence (P18054 whole entry, looked up): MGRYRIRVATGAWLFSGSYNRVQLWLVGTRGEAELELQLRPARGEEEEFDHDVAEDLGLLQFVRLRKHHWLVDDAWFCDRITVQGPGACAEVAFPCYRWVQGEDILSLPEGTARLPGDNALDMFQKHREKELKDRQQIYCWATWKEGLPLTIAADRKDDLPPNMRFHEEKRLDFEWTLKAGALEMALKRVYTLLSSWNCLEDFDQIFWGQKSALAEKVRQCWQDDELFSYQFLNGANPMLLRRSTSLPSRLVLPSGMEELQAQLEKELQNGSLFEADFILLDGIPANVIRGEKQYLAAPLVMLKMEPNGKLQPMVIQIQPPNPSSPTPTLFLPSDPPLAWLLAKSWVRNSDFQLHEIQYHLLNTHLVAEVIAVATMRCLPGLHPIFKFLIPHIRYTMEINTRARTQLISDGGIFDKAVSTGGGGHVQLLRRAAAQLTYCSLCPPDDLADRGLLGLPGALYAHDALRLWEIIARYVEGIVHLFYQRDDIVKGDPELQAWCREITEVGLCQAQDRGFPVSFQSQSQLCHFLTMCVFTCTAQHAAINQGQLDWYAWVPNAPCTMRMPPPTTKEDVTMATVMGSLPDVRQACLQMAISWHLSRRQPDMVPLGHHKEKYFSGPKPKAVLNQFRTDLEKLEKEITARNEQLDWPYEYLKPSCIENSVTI
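Purified human 12hLO (150 nM final) in 25 mM Hepes, 0.01% Triton X-100, pH 7.0 was preincubated 15 min at room temperature with compound. Then 40 uM arachidonic acid was added, 30 min. Hydroperoxide was read by Fe-XO absorbance ratio 573/405 nm.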
* marks the source's active call; other numbers are inactive results; ? = inconclusive; [ ] = another dose, or the depositor's remark. On the % scale 0 is the no-effect control and ±100 the full control effect; potency means the concentration at half of the fitted maximal effect.

SMILES	12-LOX inh
O=C1CC(c2ccccc2)N(Cc2ccncc2)CCCN(C(=O)C2(c3ccccc3)CC2)CCN1 (stereo not drawn)	5%
CCn1cc(CNC(=O)c2cc(-c3ccc(C)cc3)nc3c(C)cccc23)cn1	-16%
CCN(Cc1ccccc1)C(=O)C1CCCN(C2CCN(C(=O)C3CC3)CC2)C1 (stereo not drawn)	50%[activator]
CC1(C(=O)NS(=O)(=O)c2ccccc2Cl)CCN1C(=O)c1cccc2ccccc12 (stereo not drawn)	-15%
CCOc1cccc2cc(-c3nc(-c4nonc4N)no3)c(=O)oc12	?
O=C(CSc1nc(-c2ccccc2)c(-c2ccccc2)o1)N1CCCCC1	?
Cc1ccccc1CN1CCN(S(=O)(=O)c2ccc(CC(=O)O)s2)CC1	5%
NC(=O)c1cccnc1N1CCC(Oc2ccc(Cl)cc2)(C(=O)O)CC1	14%
NNCCc1ccccc1F	-44%
COc1cccc(CNC(=O)CCNc2cnc3cnccn23)c1	20%
COc1ccc(OC)c(/C=C/C(=O)Oc2ccccc2Cl)c1	30%
O=C(CCCCCCCCC#CI)Oc1ccccc1	-15%[22.9 µM]
CN(C)c1ccc(C(=O)OCn2nnc3ccccc3c2=O)cc1	3%
CCNC(=O)N[C@@H]1C=C[C@@H](c2c(C)nn(-c3ccc(OC)cc3)c2C)C1	-3%[176 µM]
O=C(CS(=O)(=O)Cc1coc(-c2ccc(F)cc2)n1)NC1CCCCCC1	-2%
N#CC(C(=O)Nc1ccccc1)=C1CCCC1	?
COc1cccc(CNC(=O)Nc2cccc(-c3ccc(N4CCCCC4)nn3)c2)c1	15%
COc1cccc(C(=O)N2CCC[C@@H]2C(=O)N2CCC[C@H]2C(=O)NCc2ccncc2)c1	-7%
Cc1cnc(C)c(Nc2nc(C(N)Cc3ccccc3)cs2)n1 (stereo not drawn)	-3%
CCOc1ccccc1NC(=O)Cc1c(C)[nH]n(-c2nc(-c3ccc(Cl)cc3)cs2)c1=O	39%[activator]
CNC(=O)Nc1ccc(Cl)c(Cl)c1	6%[176 µM]
COc1ccccc1CN1C[C@@H]2C(=O)N(CCCN3CCCC3=O)C(=O)[C@@H]2C1	44%[activator]
CCCCCCCCN1C(=O)[C@@H](CC(=O)NCCCOCCCC)C[C@@]2(C(=O)OC)C1=C[C@H](COCc1ccccc1)O[C@@H]2C	-28%
OC(CNc1nccc(-c2cccnc2)n1)COc1ccc(Cl)cc1 (stereo not drawn)	-4%
CCC1(N2CCN(C(=O)C3COc4ccccc4O3)CC2)CCN(C(=O)NC)C1 (stereo not drawn)	56%[activator]
CCC1CN(CCNC(=O)c2cccc(C)n2)Cc2cc(OC)ccc2O1 (stereo not drawn)	13%
CCOC(=O)C1=CC[C@@H](c2ccc(F)cc2)N(S(=O)(=O)c2ccc(C)cc2)[C@H]1c1ccccc1	27%
COc1cc(C(=O)O[C@@H]2CC(C)=CC[C@@]3(C)CC[C@](O)(C(C)C)[C@H]23)ccc1O	?
COc1ccc(-c2cn3c(n2)N(C(=O)Cn2ccnc2)CCC3)cc1	?
COCCOCc1nc(C2CCN(C(=O)Nc3ccccc3F)CC2)no1	39%
CCC(CC)C(=O)Nc1ccc([C@@H](O)[C@H]2COCC(=O)N2)cc1	28%[176 µM]
Cc1ccc2nc(-c3cccnc3)cc(C(=O)NCc3ccco3)c2c1	-2%
O=C(c1cccnc1)N1CCCC2(C1)C(=NC1CCCC1)NC(=O)N2c1cc(F)cc(F)c1 (stereo not drawn)	55%[activator]
Oc1ccc(-c2nc(-c3ccc(Br)cc3)no2)cc1	?
CC(C)[C@@H]1CN(S(=O)(=O)c2ccc(Cl)cc2Cl)C[C@H]1N(C)C	?
Cc1ccc(-c2noc(CCn3c(=O)[nH]c4cc5c(cc4c3=O)OCO5)n2)cc1	-6%
CC(=O)NCCc1ncc(C)n1C1CCCC1	100%[activator]
Cc1ccc(NC(=O)CCn2cnc3c2c(=O)n(C)c(=O)n3C)c(C)c1	15%
CCn1ccc(C(=O)N2CCCC(CN3CCC(C)CC3)CC2)n1 (stereo not drawn)	22%
CC(C)c1ccc(/C=N/NC(=O)c2ccncc2)cc1	30%
COCC1(CNCc2cccc(OC)c2)C[C@@H](O)[C@@H](O)C1 (stereo partly drawn)	3%[176 µM]
O=c1cc(C(F)(F)F)c2ccc(OS(=O)(=O)c3ccc4c(c3)CCC4)cc2o1	?
CCCCn1c(=O)[nH]c(=O)c2c1nc(CCc1ccccc1)c(=O)n2CCOC	?
CC(C)c1ccc(N2C[C@]34C=C[C@H](O3)C(C(=O)N3CCSCC3)C4C2=O)cc1 (stereo partly drawn)	50%
COc1cccc(N2C(=O)NC(=NC3CCCCC3)C23CCN(CC2CC2)CC3)c1	4%[6.33 µM]
O=C1COc2ccc(C(=O)COC(=O)CCCOc3ccccc3)cc2N1	-25%
CC1=C(C(=O)Nc2ccccc2)C(c2sccc2C)n2nc(-c3ccccc3)nc2N1 (stereo not drawn)	0%
COCCNC(=O)CSc1nc(N)c(NC(=O)c2ccco2)c(=O)[nH]1	-11%
O=C1NCCC[C@@H]1NC(=O)[C@H]1CN(C(=O)c2cccc(F)c2)CCN1C(=O)c1cncnc1	?
Cc1cccc(NC(=O)c2cc3cc(C)ccc3n2C)c1	-22%

Continued.
SMILES	12-LOX inh
C=CCN1C(=O)S/C(=C/c2cn(C)c3ccccc23)C1=O	-8%
O=C(Nc1nc(-c2ccncc2)cs1)c1cccc(S(=O)(=O)N2CCOCC2)c1	-10%
CC1(C)CCC(CN2CCN(c3ccc(C(=O)NS(=O)(=O)c4ccc(NCC5CCOCC5)c([N+](=O)[O-])c4)c(Oc4cnc5[nH]ccc5c4)c3)CC2)=C(c2ccc(Cl)cc2)C1	0%[57.4 µM]
CSc1ccc(-c2nc(CN3CCN(C(C)=O)CC3)c(C)o2)cc1	1%
Cc1nc(-c2c3n(c(=O)n(CC(=O)Nc4ccc(F)cc4)c2=O)CCCCC3)no1	-2%
O=C(NC1CCN(Cc2ccc(Cl)cc2)CC1)c1ccc2nc(Cl)ccc2c1	?
OCCOc1ccc(CNCC2CCCO2)cc1 (stereo not drawn)	-3%
Cc1[nH]c(C=O)c(C)c1C#N	8%
CCCC(=O)N1Cc2ccccc2CC2(CCN(Cc3ccccn3)C2)C1 (stereo not drawn)	-18%[6.33 µM]
Cc1ccc(CNC(=O)c2ccc3c(c2)CN(Cc2cc(F)c(F)c(F)c2)CCO3)cc1	9%
Cc1cccc(S(=O)(=O)N(C)C[C@@H]2OCc3cn(nn3)CCCC(=O)N([C@@H](C)CO)C[C@H]2C)c1	42%[activator]
Cc1ccc2c(=O)cc(C(=O)NCCc3nc(-c4ccccc4)no3)oc2c1	87%
Cc1cccc(C(=O)N2C[C@H]3OC(=O)N(CCCN4CCOCC4)[C@H]3C2)c1	-1%
CCCSc1nc2c(c(=O)[nH]c(=O)n2C)n1CC(O)COc1ccccc1C (stereo not drawn)	?
Fc1ccc(-c2cnc([C@@H]3COCCN3Cc3cccnc3)[nH]2)cc1	45%[activator][176 µM]
O=S(=O)(c1ccccc1F)N1CCC(n2cnnc2C2CC2)CC1	23%
O=C(CCc1cccs1)NC1CCCC1	7%
Cc1cccc(-c2ccc3c(c2)C(=O)N2CC[C@H](NS(=O)(=O)c4cccs4)[C@H]2C(=O)N3)c1C	-5%
COC(=O)c1cc(CNC(=O)c2ccc3ncccc3c2)cc(NC(=O)c2ccccc2Cl)c1	?
O=C(O)/C=C/c1ccccc1Br	-17%
CC(=O)c1ccc(C(=O)N2CC=C(c3ccccc3)CC2)s1	?
COCCOC(=O)C1=C(C)N=C2SC=C(CC(=O)N3CCCC3)N2C1c1cccc(F)c1 (stereo not drawn)	47%[activator]
CCOc1ccccc1NC(=O)N[C@H](Cc1ccccc1)C(=O)N1CCOCCNC(=O)CC1	0%
C[S+](=O)([O-])c1ccc(-c2nc(C(=O)N3CCN(c4ncccn4)CC3)n3ccncc23)cc1	1%[6.33 µM]
CCC(C)n1cc(/C=C2\NC(=O)N(CC)C2=O)c2ccccc21 (stereo not drawn)	?
COc1ccccc1C(=O)NC1CCCN(c2cc(-c3ccc(F)cc3)[nH]n2)C1 (stereo not drawn)	49%[activator]
CCN1CCCC2(Cc3ccccc3CN([S+](=O)([O-])c3ccccc3)C2)C1 (stereo not drawn)	0%[6.33 µM]
O=Cc1ccc(N2CCN(C(=O)NC3CCCCC3)CC2=O)cc1	5%[6.33 µM]
CCc1cc(=O)n(CC(=O)N2CCN(c3ccc(F)cc3)CC2)c(N2CCOCC2)n1	40%[activator]
c1ccc(Nc2cc3c(cn2)CN(Cc2c[nH]c4ccccc24)CCN3)cc1	17%[176 µM]
COc1ccccc1CNC(=O)c1ccc2c(c1)N(C)C1CCCN1C2=O (stereo not drawn)	6%
O=C(CC1C(=O)NCCN1Cc1ccccc1)NCc1nc(C2CC2)no1 (stereo not drawn)	23%
Cc1c(Cl)cccc1NC(=O)c1cnc(N2CCCCC2)c2ccccc12	7%
Cc1ccc(C)c(Nc2nc(N3CCOCC3)nc3nccnc23)c1	10%
COc1ccc(CCC(=O)N2CCC3(CC2)CC(Cc2nc(-c4cnccn4)no2)CCO3)cc1 (stereo not drawn)	29%
Cc1cccc(Nc2ncncc2-c2nc(-c3ccccc3)no2)c1C	45%[activator]
CN1CC2(CCN(C(=O)C3CCCN3C3CCNCC3)CC2)OC1=O (stereo not drawn)	13%
COc1nc2nc(CCc3ccccc3)n(C)c2cc1-c1ccnc(C)c1	1%[176 µM]
CCc1nc2c(OCC=C(C)C)cccn2c1N(C)C(=O)c1ccccc1F	3%
O=C(NCCCn1nnc2ccccc21)C1CC(=O)N(Cc2ccccn2)C1 (stereo not drawn)	18%

Three entries out of the list above, arranged by the value under 12-LOX inh, falling:
SMILES	12-LOX inh
COc1ccc(CCC(=O)N2CCC3(CC2)CC(Cc2nc(-c4cnccn4)no2)CCO3)cc1 (stereo not drawn)	29%
O=C(NCCCn1nnc2ccccc21)C1CC(=O)N(Cc2ccccn2)C1 (stereo not drawn)	18%
Cc1ccc(C)c(Nc2nc(N3CCOCC3)nc3nccnc23)c1	10%

More records follow:
SMILES	12-LOX inh
Cn1cnc(S(=O)(=O)NCCc2noc(-c3ccncc3)n2)c1	-5%
CCc1nc2ccc(C(=O)Nc3ncccc3O)cc2nc1CC	-2%
Cc1cc2n(n1)CCC(=O)N2C(C)C(=O)NCc1ccc(F)cc1 (stereo not drawn)	8%
CNC(=O)[C@H]1C[C@H](Oc2cccnc2)CN1C(=O)Cc1ccccc1	14%
COc1cccc(C(=O)N2CCC(N3C[C@H](O)C[C@H]3C(=O)NCc3cc(F)cc(F)c3)CC2)c1	22%
CNC(=O)c1ccc(NC(=O)CC2(C(=O)O)CCCCC2)cc1	-44%
Cc1nc(CN2CCCC(CCc3ccccc3C(F)(F)F)C2)no1 (stereo not drawn)	31%[activator]
CCOC(=O)C1=C(CN2CCc3ccccc3C2)NC(=O)NC1c1ccc(CC)cc1 (stereo not drawn)	?
O=S1(=O)CCN(C2CCCCC2)c2c(F)nc(N3CCOCC3)c(F)c21	?
O=C(c1ccc(Cl)cc1)N1CCC2(CN[S+](=O)([O-])c3cccnc3O2)C1 (stereo not drawn)	8%[6.33 µM]

As entered above.
12-LOX inh, CNC(=O)c1ccc(NC(=O)CC2(C(=O)O)CCCCC2)cc1 reads -44%
12-LOX inh, CN1CC2(CCN(C(=O)C3CCCN3C3CCNCC3)CC2)OC1=O (stereo not drawn) reads 13%

Continuation.
SMILES	12-LOX inh
O=C1CCC2(CCN(c3ncc(F)cn3)CC2)CN1CC1CCCO1 (stereo not drawn)	-11%
CN(Cc1ccco1)C(=O)c1cccc2c1CCN2C(=O)Nc1ccccc1	8%
Cc1ccc2[nH]c(C(=O)NCc3cccs3)cc2c1	-1%
COCCOC1CCOC2(CCN(S(=O)(=O)c3c(C)noc3C)CC2)C1 (stereo not drawn)	10%
COc1ccc(C(=O)N[C@@H]2CCC[C@@H]2C(=O)NCC(C)C)cn1	18%
N#Cc1ccc(C(=O)N2CCC3(CC2)NC(=O)N(Cc2ccccc2)C3=O)cc1	-25%
CC(O)CNc1ncnc2c1oc1nc(C(C)C)c3c(c12)CCC3 (stereo not drawn)	32%
COc1ccc(C(=O)NCCn2ccn3nc(-c4ccc(C)c(C)c4)cc3c2=O)cc1	1%
O=C(Cc1n[nH]c(=O)c2ccccc12)Nc1ccc(F)cc1	?
CC(C)Cc1noc(CSc2nc(-c3ccco3)nc3ccccc23)n1	32%
Cc1ccccc1Oc1ccc(C(=O)O)cc1	-30%
N#Cc1ccc(CN2CCn3c(nnc3C3CCNCC3)C2)cc1	?
Cc1ccc(C(C(=O)NCc2cc(C)nn2C)N(C)C)cc1 (stereo not drawn)	-3%
CN1CCCCCCN(C(=O)NCc2ccccc2)CCC1=O	7%
CC(=O)c1ccc(S(=O)(=O)Oc2ccc3ccc(=O)oc3c2)cc1	-10%
Cc1[nH]c2ccccc2c1C1c2ccccc2C(=O)N1CC(=O)N1CCN(C=O)CC1 (stereo not drawn)	-10%
Cc1c(CC(=O)O)c(=O)oc2c(C)c(OCc3ccccc3F)ccc12	?

Laid out differently: results already given
| Structure | 12-LOX inh |
| --- | --- |
| Cc1ccccc1Oc1ccc(C(=O)O)cc1 | -30% |
| N#Cc1ccc(CN2CCn3c(nnc3C3CCNCC3)C2)cc1 | ? |
| Cc1ccc(C(C(=O)NCc2cc(C)nn2C)N(C)C)cc1 (stereo not drawn) | -3% |
| CN1CCCCCCN(C(=O)NCc2ccccc2)CCC1=O | 7% |
| CC(=O)c1ccc(S(=O)(=O)Oc2ccc3ccc(=O)oc3c2)cc1 | -10% |
| Cc1[nH]c2ccccc2c1C1c2ccccc2C(=O)N1CC(=O)N1CCN(C=O)CC1 (stereo not drawn) | -10% |
| Cc1c(CC(=O)O)c(=O)oc2c(C)c(OCc3ccccc3F)ccc12 | ? |

This is a subset; count on the stated rates, not on these rows.
